Source: PubChem BioAssay
Pf gametocyte = P. falciparum stage V gametocyte viability inhibition; P. falciparum stage V gametocytes, ATP luminescence, 24 h; inhibition, % at 10.9 µM; 150,000 tested, 0.065% active;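 active = inhibition above the mean plus 3 SD of compounds within the control limits, set per campaign, cut at about 38% in these data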;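 note: 0% = DMSO wells and 100% = medium only without gametocytes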
ABCG2 inh = blocks JC-1 efflux by human ABCG2 transporter | 190,000 tested, 0.1% active | IgMXP3 cells, flow cytometry | Q9UNQ0 | inhibition, % at 6.6 µM;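 active = inhibition above 80%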;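 note: 0% = DMSO and 100% = nicardipine control wells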
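Test system: ABCG2 IgMXP3 and barcoded ABCB1 CCRF-Adr cell mix; Schedule: cells with compound and JC-1, 10 min at 25 °C, rotating, no wash; Technique: flow cytometry of retained JC-1 fluorescence; Measure: % inhibition of efflux relative to nicardipine and DMSO; Controls: nicardipine high and DMSO low controls.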
HRas wt GTP bind = changes GTP binding to wildtype human HRas; GTP binding activity, % at 10 µM; 190,000 tested, 0.14% active; P01112; GST-Ras wt beads, Bodipy-FL-GTP binding, flow cytometry; actives lie on both sides; AID 759;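 active = GTP binding activity at least 20% away from the 100% baseline, either lowered as inhibitor or raised as activator; inconclusive = flagged as likely green fluorescent, judged across all proteins in the well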;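 note: 0% = unlabeled GTP competition control and 100% = no-compound control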
Rab2 wt GTP = changes GTP binding to wildtype dog Rab2A, up or down; P61105; GST-Rab2 wt beads, Bodipy-GTP binding, flow cytometry; GTP binding activity, % at 10 µM; 190,000 tested, 0.19% active;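 active = GTP binding activity at least 20 points away from 100%, either lowered or raised; inconclusive = signal likely due to the compound's own green fluorescence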;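 note: 0% = beads with excess unlabeled GTP and 100% = no-compound control corrected for plate trend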
Rac1 wt GTP bind = human Rac1 wildtype GTP binding, inhibitors and activators | P63000 | GST-Rac1 beads, fluorescent GTP binding, flow cytometry; actives lie on both sides; 0 = cold GTP competed, 100 = untreated | GTP binding activity (% of control), % at 10 µM | 190,000 tested, 0.27% active | AID 757;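 active = GTP binding activity at least 20 points away from the 100% control level, either lower or higher; inconclusive = compound flagged as likely green fluorescent, judged across all proteins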
Rab7 wt modul = alters GTP binding to wildtype dog Rab7. GST-Rab7 beads, fluorescent GTP binding, flow cytometry; actives lie on both sides; untreated = 100%, excess cold GTP = 0%. GTP binding activity (percent of control), % at 10 µM. 190,000 tested, 0.055% active;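 active = fluorescent GTP binding to Rab7 beads changed by at least 20 points from the 100% baseline, either direction, mostly lower; inconclusive = compound itself probably fluorescent, or too few beads counted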;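 note: median green fluorescence of bound Bodipy-FL-GTP per Rab7 bead population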
ABCB1 block = human ABCB1 inhibition, ABCG2 as counter-screen. P08183. CCRF-Adr cells, JC-1 efflux, flow cytometry. inhibition, % at 6.6 µM. 190,000 tested, 0.067% active. AID 1326; in the data active = inhibition above about 40%;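 note: 0% = vehicle and 100% = reference inhibitor; higher value means more JC-1 retained so stronger ABCB1 efflux block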
Target sequence (P08183 whole entry, looked up): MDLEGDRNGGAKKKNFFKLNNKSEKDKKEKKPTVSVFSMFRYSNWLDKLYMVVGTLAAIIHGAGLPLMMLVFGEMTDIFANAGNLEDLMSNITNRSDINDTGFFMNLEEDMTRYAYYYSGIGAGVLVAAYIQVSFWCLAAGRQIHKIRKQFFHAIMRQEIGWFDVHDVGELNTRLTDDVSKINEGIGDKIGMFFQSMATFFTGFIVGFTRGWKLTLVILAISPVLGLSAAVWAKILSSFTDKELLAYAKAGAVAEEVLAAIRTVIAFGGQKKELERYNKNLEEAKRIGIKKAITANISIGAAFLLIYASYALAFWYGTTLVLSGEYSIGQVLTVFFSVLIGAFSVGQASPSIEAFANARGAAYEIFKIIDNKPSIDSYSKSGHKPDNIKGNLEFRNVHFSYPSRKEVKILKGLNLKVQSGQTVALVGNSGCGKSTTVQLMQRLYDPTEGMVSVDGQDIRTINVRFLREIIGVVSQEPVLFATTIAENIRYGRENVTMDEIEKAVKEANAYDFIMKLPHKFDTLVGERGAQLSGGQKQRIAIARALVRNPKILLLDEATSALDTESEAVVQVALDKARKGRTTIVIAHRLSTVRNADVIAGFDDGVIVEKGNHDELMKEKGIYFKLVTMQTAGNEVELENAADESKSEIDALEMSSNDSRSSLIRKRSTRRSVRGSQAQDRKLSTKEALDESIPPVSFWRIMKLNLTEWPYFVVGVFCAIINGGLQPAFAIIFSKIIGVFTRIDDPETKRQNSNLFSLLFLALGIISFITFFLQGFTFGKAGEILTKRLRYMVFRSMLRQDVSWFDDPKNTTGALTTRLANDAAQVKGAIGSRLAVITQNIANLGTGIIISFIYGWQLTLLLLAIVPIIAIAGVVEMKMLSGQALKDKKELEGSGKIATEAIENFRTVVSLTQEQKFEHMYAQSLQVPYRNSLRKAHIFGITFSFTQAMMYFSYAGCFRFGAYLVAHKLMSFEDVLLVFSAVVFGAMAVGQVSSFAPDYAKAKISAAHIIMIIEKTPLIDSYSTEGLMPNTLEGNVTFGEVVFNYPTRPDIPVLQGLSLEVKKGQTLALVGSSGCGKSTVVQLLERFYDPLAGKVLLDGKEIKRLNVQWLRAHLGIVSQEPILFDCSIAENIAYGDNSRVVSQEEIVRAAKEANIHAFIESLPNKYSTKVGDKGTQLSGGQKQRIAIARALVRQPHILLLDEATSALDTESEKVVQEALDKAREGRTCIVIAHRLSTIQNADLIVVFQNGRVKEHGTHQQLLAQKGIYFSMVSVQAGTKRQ
GSH bead fluor = compound fluoresces at 488/530 nm on GSH beads | GSH beads flow cytometry, compound fluorescence 488/530 nm; hits give high values | fluorescence (KMESF) at 10 µM | 190,000 tested, 0.25% active | AID 1776; in the data active = fluorescence above about 89;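 note: glutathione beads carrying GST-tagged Bcl family fusion proteins plus one bare bead set; values are compound well signal with DMSO vehicle wells as background; inactives centre near 16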
Cdc42 wt = modulators (inhibitors or activators) of GTP binding to human Cdc42 wildtype | AID 761 | GST-Cdc42 beads, Bodipy-GTP binding, flow cytometry; actives lie on both sides | percent activity (GTP binding), % at 10 µM | P60953 | 190,000 tested, 0.2% active;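 active = percent activity GTP binding at least 20 points away from the 100% baseline, either down as inhibitor or up as activator; inconclusive = compound flagged as likely green fluorescent from well-wide comparison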;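 note: median bead fluorescence of bound Bodipy-FL-GTP at 100 nM; 0% = excess unlabeled GTP control and 100% = no compound control; below 100% means less GTP binding so inhibitor and above means activator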
Rac1 act GTP bind = modulators of GTP binding to human Rac1 activated mutant; P63000; GST-Rac1 activated beads, fluorescent GTP binding, flow cytometry; actives lie on both sides; 100% means binding = to untreated wells; percent activity (GTP binding), % at 10 µM; 190,000 tested, 0.11% active; AID 764;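 active = GTP binding at least 20 percentage points away from the 100% baseline, in either direction, so actives lie on both sides; inconclusive = Compound likely fluorescent itself, or too few beads counted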
Avidin bead fluor = avidin bead compound fluorescence profile; Avidin beads, compound fluorescence 488/530 nm, flow cytometry; hits give high values; fluorescence (KMESF) at 10 µM; 220,000 tested, 0.38% active; in the data active = fluorescence above about 47; note: inactives centre near 10
* = called active by the depositor.

Screening Cc1ccc(C(=O)N2CCN(S(=O)(=O)c3ccccc3[N+](=O)[O-])CC2)o1 returned Pf gametocyte -15, ABCG2 inh 0, HRas wt GTP bind 93, Rab2 wt GTP 94, Rac1 wt GTP bind 89, Rab7 wt modul 97, ABCB1 block -0.7, GSH bead fluor 12, Cdc42 wt 89, Rac1 act GTP bind 91 and Avidin bead fluor 6.
`C=CCSc1[nH]c(=O)cc(C)c1C(N)=O` gave Pf gametocyte -14, ABCG2 inh 0, HRas wt GTP bind 99, Rab2 wt GTP 99, Rac1 wt GTP bind 104, Rab7 wt modul 98, ABCB1 block -0.1, GSH bead fluor 8, Cdc42 wt 101, Rac1 act GTP bind 99 and Avidin bead fluor 12.
Screening COc1ccc(N(C)C(=O)c2ccc3nc(-c4ccccc4)c(-c4ccccc4)nc3c2)cc1 returned Pf gametocyte -23, ABCG2 inh 0, HRas wt GTP bind 100, Rab2 wt GTP 104, Rac1 wt GTP bind 99, Rab7 wt modul 104, ABCB1 block 0.8, GSH bead fluor 7, Cdc42 wt 98, Rac1 act GTP bind 101 and Avidin bead fluor 15.
For CCCCNC(=O)CSc1nnc(NC(C)=O)s1 the results were ABCG2 inh -1, HRas wt GTP bind 101, Rab2 wt GTP 99, Rac1 wt GTP bind 102, Rab7 wt modul 97, ABCB1 block -0.3, GSH bead fluor 48, Cdc42 wt 103, Rac1 act GTP bind 100 and Avidin bead fluor 11.
Screening CCC1CCCCN1C(=O)CCCOc1ccccc1 (stereo not given) returned Pf gametocyte 7, ABCG2 inh 1, HRas wt GTP bind 108, Rab2 wt GTP 104, Rac1 wt GTP bind 106, Rab7 wt modul 103, ABCB1 block 0.2, GSH bead fluor 11, Cdc42 wt 106, Rac1 act GTP bind 101 and Avidin bead fluor 16.
`CCN(CC(=O)Nc1ccccc1OC)CC(=O)Nc1sccc1C#N` gave Pf gametocyte -14, ABCG2 inh 7, HRas wt GTP bind 98, Rab2 wt GTP 95, Rac1 wt GTP bind 100, Rab7 wt modul 101, ABCB1 block 1.5, GSH bead fluor 12, Cdc42 wt 94, Rac1 act GTP bind 94 and Avidin bead fluor 11.
COCC1CCCN(C(=O)c2ccc(OC3CCN(Cc4ccccn4)CC3)cc2)C1 (stereo not given) was read as Pf gametocyte 10, ABCG2 inh 0, HRas wt GTP bind 97, Rab2 wt GTP 98, Rac1 wt GTP bind 101, Rab7 wt modul 96, ABCB1 block 0.0, GSH bead fluor 56, Cdc42 wt 98, Rac1 act GTP bind 98 and Avidin bead fluor 10.
`CC(C)(C)NC(=O)C(c1ccc(O)cc1)N(C(=O)Cn1nnc(-c2ccc(F)cc2)n1)c1ccccc1F` (stereo not given) gave Pf gametocyte 9, ABCG2 inh 0, HRas wt GTP bind 96, Rab2 wt GTP 94, Rac1 wt GTP bind 99, Rab7 wt modul 98, ABCB1 block 0.2, GSH bead fluor 20, Cdc42 wt 97, Rac1 act GTP bind 96 and Avidin bead fluor 27.
CN1C(=O)C(O)(CC(=O)c2cccs2)c2ccccc21 (stereo not given) was read as Pf gametocyte -12, ABCG2 inh 3, HRas wt GTP bind 96, Rab2 wt GTP 101, Rac1 wt GTP bind 98, Rab7 wt modul 102, ABCB1 block 1.1, GSH bead fluor 14, Cdc42 wt 96, Rac1 act GTP bind 93 and Avidin bead fluor 11.
OC1CCCN(c2c3c(nc4cc(-c5cccc(F)c5)nn24)CCCC3)C1 (stereo not given) was read as Pf gametocyte 17, ABCG2 inh 18, HRas wt GTP bind 99, Rab2 wt GTP 97, Rac1 wt GTP bind 101, Rab7 wt modul 103, ABCB1 block 4.9, GSH bead fluor 25, Cdc42 wt 95, Rac1 act GTP bind 96 and Avidin bead fluor 10.
For COc1ccccc1NS(=O)(=O)c1cc(NC(=O)c2ccc(=O)[nH]c2)ccc1N1CCOCC1 the results were Pf gametocyte 15, ABCG2 inh 1, HRas wt GTP bind 97, Rab2 wt GTP 96, Rac1 wt GTP bind 92, Rab7 wt modul 97, ABCB1 block 0.6, GSH bead fluor 6, Cdc42 wt 94, Rac1 act GTP bind 94 and Avidin bead fluor 5.
Cc1ccc(N(Cc2ccc(C(=O)NC3CCCCC3)cc2)S(C)(=O)=O)cc1C was read as Pf gametocyte 12, ABCG2 inh 14, HRas wt GTP bind 99, Rab2 wt GTP 95, Rac1 wt GTP bind 98, Rab7 wt modul 95, ABCB1 block 1.9, GSH bead fluor 48, Cdc42 wt 99, Rac1 act GTP bind 96 and Avidin bead fluor 13.
Screening Cc1ccc(S(=O)(=O)NC(=S)NC2CCCCC2)cc1 returned Pf gametocyte 13, ABCG2 inh 0, HRas wt GTP bind 97, Rab2 wt GTP 95, Rac1 wt GTP bind 98, Rab7 wt modul 99, ABCB1 block 0.0, GSH bead fluor 75, Cdc42 wt 97, Rac1 act GTP bind 94 and Avidin bead fluor 14.
CCN(CC)S(=O)(=O)c1ccc(OC)c(NS(=O)(=O)c2ccc(F)cc2)c1 was read as Pf gametocyte 1, ABCG2 inh 5, HRas wt GTP bind 93, Rab2 wt GTP 96, Rac1 wt GTP bind 91, Rab7 wt modul 95, ABCB1 block 1.6, GSH bead fluor 19, Cdc42 wt 95, Rac1 act GTP bind 92 and Avidin bead fluor 28.
Screening CN1C(=O)c2ccc(N3CCCC3)cc2C1=O returned Pf gametocyte 11, ABCG2 inh 27, HRas wt GTP bind 101, Rab2 wt GTP 100, Rac1 wt GTP bind 106, Rab7 wt modul 100, ABCB1 block 1.2, GSH bead fluor 32, Cdc42 wt 102, Rac1 act GTP bind 97 and Avidin bead fluor 13.
Screening Cn1c(=O)c2cc(S(=O)(=O)NCCC(=O)NC3CCCCCCC3)ccc2n(C)c1=O returned ABCG2 inh 5, HRas wt GTP bind 98, Rab2 wt GTP 96, Rac1 wt GTP bind 100, Rab7 wt modul 101, ABCB1 block 1.0, GSH bead fluor 23, Cdc42 wt 97, Rac1 act GTP bind 99 and Avidin bead fluor 8.
CCC1(C)CC(CCNS(=O)(=O)c2ccc(C)cc2)(c2ccc(C)cc2)CCO1 (stereo not given) was read as ABCG2 inh 4, HRas wt GTP bind 99, Rab2 wt GTP 99, Rac1 wt GTP bind 98, Rab7 wt modul 96, ABCB1 block 2.4, GSH bead fluor 28, Cdc42 wt 99, Rac1 act GTP bind 98 and Avidin bead fluor 10.
For O=C(Cn1c(=O)n(-c2ccccc2)c(=O)c2sccc21)N1CCCC1 the results were ABCG2 inh 8, HRas wt GTP bind 103, Rab2 wt GTP 101, Rac1 wt GTP bind 105, Rab7 wt modul 101, ABCB1 block 0.1, GSH bead fluor 22, Cdc42 wt 103, Rac1 act GTP bind 102 and Avidin bead fluor 29.
For COc1ccc([N+](=O)[O-])cc1NC(=O)C(C)OC(=O)/C=C/c1ccco1 (stereo not given) the results were Pf gametocyte 10, ABCG2 inh 48, HRas wt GTP bind 99, Rab2 wt GTP 99, Rac1 wt GTP bind 103, Rab7 wt modul 95, ABCB1 block 10, GSH bead fluor 20, Cdc42 wt 103, Rac1 act GTP bind 101 and Avidin bead fluor 10.
`C=CCc1cc(OC)ccc1OCCOCCN1CCc2ccccc2C1` gave Pf gametocyte 0, ABCG2 inh 0, HRas wt GTP bind 95, Rab2 wt GTP 96, Rac1 wt GTP bind 97, Rab7 wt modul 96, ABCB1 block 0.3, GSH bead fluor 15, Cdc42 wt 95, Rac1 act GTP bind 96 and Avidin bead fluor 23.
O=c1[nH]c(CSc2nc3ccccc3o2)nc2c1cnn2-c1ccccc1 was read as ABCG2 inh 1, HRas wt GTP bind 103, Rab2 wt GTP 99, Rac1 wt GTP bind 106, Rab7 wt modul 103, ABCB1 block -0.2, GSH bead fluor 255*, Cdc42 wt 98, Rac1 act GTP bind 94 and Avidin bead fluor 8.
`COc1ccc(NC(=O)CN(C)Cc2c(F)cccc2Cl)cc1S(=O)(=O)N1CCCCC1` gave Pf gametocyte -4, ABCG2 inh 3, HRas wt GTP bind 98, Rab2 wt GTP 97, Rac1 wt GTP bind 97, Rab7 wt modul 101, ABCB1 block 0.6, GSH bead fluor 9, Cdc42 wt 96, Rac1 act GTP bind 96 and Avidin bead fluor 21.
`Cc1ccccc1-n1nc(C)c2cc(C(=O)NCc3cccnc3)sc21` gave Pf gametocyte 3, ABCG2 inh 2, HRas wt GTP bind inconclusive, Rab2 wt GTP inconclusive, Rac1 wt GTP bind inconclusive, Rab7 wt modul inconclusive, ABCB1 block 0.6, GSH bead fluor 19, Cdc42 wt inconclusive, Rac1 act GTP bind inconclusive and Avidin bead fluor 6.
`COc1cc(/C=C(\C#N)C(=O)NC2CCCCC2)ccc1OCc1ccc(C(=O)O)cc1` gave Pf gametocyte -26, ABCG2 inh 1, HRas wt GTP bind 89, Rab2 wt GTP 86, Rac1 wt GTP bind 92, Rab7 wt modul 103, ABCB1 block 0.0, GSH bead fluor 20, Cdc42 wt 85, Rac1 act GTP bind 91 and Avidin bead fluor 6.
CC(C)n1c(/C=C/c2ccccc2)nc2ccccc21 was read as Pf gametocyte 9, ABCG2 inh 1, HRas wt GTP bind 102, Rab2 wt GTP 101, Rac1 wt GTP bind 106, Rab7 wt modul 100, ABCB1 block 0.2, GSH bead fluor 19, Cdc42 wt 100, Rac1 act GTP bind 100 and Avidin bead fluor 14.

Three compounds out of the list, sorted by length of the SMILES, high to low:
CCC1(C)CC(CCNS(=O)(=O)c2ccc(C)cc2)(c2ccc(C)cc2)CCO1 (stereo not given) was read as ABCG2 inh 4, HRas wt GTP bind 99, Rab2 wt GTP 99, Rac1 wt GTP bind 98, Rab7 wt modul 96, ABCB1 block 2.4, GSH bead fluor 28, Cdc42 wt 99, Rac1 act GTP bind 98 and Avidin bead fluor 10.
For O=C(Cn1c(=O)n(-c2ccccc2)c(=O)c2sccc21)N1CCCC1 the results were ABCG2 inh 8, HRas wt GTP bind 103, Rab2 wt GTP 101, Rac1 wt GTP bind 105, Rab7 wt modul 101, ABCB1 block 0.1, GSH bead fluor 22, Cdc42 wt 103, Rac1 act GTP bind 102 and Avidin bead fluor 29.
`C=CCc1cc(OC)ccc1OCCOCCN1CCc2ccccc2C1` gave Pf gametocyte 0, ABCG2 inh 0, HRas wt GTP bind 95, Rab2 wt GTP 96, Rac1 wt GTP bind 97, Rab7 wt modul 96, ABCB1 block 0.3, GSH bead fluor 15, Cdc42 wt 95, Rac1 act GTP bind 96 and Avidin bead fluor 23.
